Compound activity as filed in PubChem BioAssay.
PTAP TSG101 blk = blocks PTAP/TSG101 interaction to inhibit HIV-1 budding; Q99816; Fluorescence polarization, FITC-PTAP peptide / Tsg101 binding; Potency, µM (doses to about 115 µM), for the others: at the top dose activity change, negative = inhibition, most hits filed as inhibitors; 340,000 tested, under 10 active; AID 493005; active means well fitted inhibition curve with a large enough effect in the main read-out, with a control signal flat, not every such curve was filed as active; inconclusive means small, poorly fitted or top-dose-only effect, or effect the other way, or a change in a side signal; inactive means no such curve, though single readings can be large or run the other way; further: potency means the concentration at half of the fitted maximal effect; % of control where 0% means no effect
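Tsg101 binding domain (10 uM final) was mixed with compound and a FITC-labeled PTAP peptide (50 nM final) in HEPES pH 7.5 buffer with NaCl, Tween 20, EDTA and TCEP; fluorescence polarization was read after 20 min at r.t.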
TSHR antagonist = blocks TSH signaling through the human TSH receptor; P16473; activity change, negative = inhibition, % at 11.5 µM; AID 504810; 330,000 tested, 0.2% active; TSHR-expressing cells, TSH-stimulated cAMP HTRF, 2 h; active compounds read low;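 active means activity change below a set negative limit, meaning inhibition stronger than a set level, cut at about -70% in these data; inconclusive means activity change between two set negative limits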; further: on the % scale 0 is the no-effect control and ±100 the full control effect
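Inhibition of cAMP made by TSHR-expressing cells under TSH stimulation (4nM final, EC80; 2 h, 37 deg C) is quantified with a one-step lysis HTRF kit, anti-cAMP cryptate versus cAMP-d2.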
Eya2 inh = blocks the phosphatase activity of human Eya2; O00167; recombinant Eya2, OMFP fluorescence dephosphorylation (OMFP is methylfluorescein phosphate); Potency, µM (titrated, usually from 76.9 µM), for the others: top-dose activity, negative = inhibition, usual class: inhibitors; 330,000 tested, 0.006% active; AID 488837; further: potency means the concentration at half of the fitted maximal effect; on the % scale 0 is the no-effect control and ±100 the full control effect
Target sequence (O00167 whole entry, looked up): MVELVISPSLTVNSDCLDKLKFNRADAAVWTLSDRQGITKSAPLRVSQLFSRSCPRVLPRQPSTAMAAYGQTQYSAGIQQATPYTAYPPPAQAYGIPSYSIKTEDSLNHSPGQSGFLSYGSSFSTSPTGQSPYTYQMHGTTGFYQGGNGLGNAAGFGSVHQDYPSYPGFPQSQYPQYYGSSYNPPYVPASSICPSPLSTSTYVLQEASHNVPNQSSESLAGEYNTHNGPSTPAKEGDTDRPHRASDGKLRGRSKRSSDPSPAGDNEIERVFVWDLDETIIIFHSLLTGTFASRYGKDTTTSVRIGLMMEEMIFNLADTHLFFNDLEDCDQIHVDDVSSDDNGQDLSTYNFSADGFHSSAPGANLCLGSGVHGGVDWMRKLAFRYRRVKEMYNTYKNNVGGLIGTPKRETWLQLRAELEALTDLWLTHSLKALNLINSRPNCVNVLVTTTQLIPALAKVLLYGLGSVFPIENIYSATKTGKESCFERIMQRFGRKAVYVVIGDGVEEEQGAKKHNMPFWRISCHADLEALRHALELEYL
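Eya2 (0.2 uM) preincubated 10 min at ambient with compound, then OMFP substrate added at 50 uM; 10 min reaction in 50 mM HEPES pH 7.5, 50 mM NaCl, 5 uM MgCl2, 0.05% BSA, 1 mM DTT. Fluorescence read at Ex 485/Em 525 nm.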
Tb PFK block = blocks T. brucei phosphofructokinase. O15648. T. brucei PFK, ADP-Glo luminescence. Potency, µM (series often up to 57.5 µM), inactives show top-dose activity, negative = inhibition, actives largely listed as inhibitors. 330,000 tested, 0.17% active. AID 485367;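 further: potency means the concentration at half of the fitted maximal effect; 0% = uninhibited 1x PFK enzyme wells and -100% = no-enzyme wells; nearly all actives have a fitted effect of over 60% in size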
Target sequence (O15648 whole entry, looked up): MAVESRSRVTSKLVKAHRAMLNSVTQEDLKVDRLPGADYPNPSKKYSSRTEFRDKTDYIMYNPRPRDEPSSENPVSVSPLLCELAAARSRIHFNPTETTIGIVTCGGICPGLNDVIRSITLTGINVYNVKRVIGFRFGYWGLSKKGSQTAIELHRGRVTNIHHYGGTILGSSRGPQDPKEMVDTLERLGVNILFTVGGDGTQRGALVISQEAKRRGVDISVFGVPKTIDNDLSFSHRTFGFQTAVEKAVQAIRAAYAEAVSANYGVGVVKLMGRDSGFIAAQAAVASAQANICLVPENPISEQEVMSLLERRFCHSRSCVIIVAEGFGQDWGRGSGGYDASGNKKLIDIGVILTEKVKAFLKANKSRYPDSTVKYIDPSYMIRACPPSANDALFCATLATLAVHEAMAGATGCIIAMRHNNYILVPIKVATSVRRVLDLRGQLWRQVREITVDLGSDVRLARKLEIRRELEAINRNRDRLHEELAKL
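ADP-Glo luminescence quantified ADP after 45 min at room temperature, with 1.25 nM T. brucei PFK, 0.1 mM ATP and 0.5 mM fructose-6-phosphate in pH 8.0 TEA buffer. qHTS titrations up to 57 µM; curves classified by quality.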
ASM inhibitor = human S-ASM enzyme inhibition; placental ASM, HMU-PC fluorogenic substrate, 60 min; 340,000 tested, 0.006% active; AID 504937; Potency, µM (titrated, usually from 57.5 µM), for inactives: at the highest dose activity change, negative = inhibition, hits mostly inhibitors; P17405; further: potency means the concentration at half of the fitted maximal effect
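Steps: dispense placental human ASM, pin compound, wait 10 min at room temperature, add HMU-PC0 substrate at 9 uM final, incubate 60 min at 37 °C, add stop solution raising pH to 10, read fluorescence.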
ELG1 DNA repair = blocks ELG1-dependent DNA repair in HEK293T cells; HEK293T ELG1-luciferase reporter, luminescence, 16 h; DNA damage induced by 5-fluorouridine; Potency, µM (doses to about 46.1 µM), for the others: top-dose activity change, negative = inhibition, usual class: inhibitors; 330,000 tested, 2.3% active; AID 504467; further: potency means the concentration at half of the fitted maximal effect; on the % scale 0 is the no-effect control and ±100 the full control effect; nearly all actives have a fitted effect of over 55% in size
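In this reporter screen, reduction of luminescence relative to DMSO vehicle indicated activity. Compounds and 5-fluorouridine were added together to 2,000 cells per well, incubated for 16 hr at 37 °C, then developed with ONE-Glo.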
Chronic BCR inh = chronic active BCR signaling inhibition | ABC-DLBCL IkBa-CBG/CBR reporter, luminescence ratio, 4 h | Potency, µM (doses to about 46.1 µM), inactives show at the highest dose ratio change, negative = lower green/red ratio, hits mostly inhibitors | 340,000 tested, 0.05% active | AID 493014; active means well fitted inhibition curve with a large enough effect in the signal ratio, with a control signal flat, not every such curve was filed as active; inconclusive means small, poorly fitted or top-dose-only effect, or effect the other way, or a change in a side signal; the % refers to the signal ratio;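 further: potency means the concentration at half of the fitted maximal effect; plate controls were basal doxycycline-induced cells for no effect and cells given 10 µM MG132 for full effect; MG132 reads +100%, hits lower the ratio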
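Doxycycline induced both beetle luciferases in TMD8 lymphoma cells; IKK-driven degradation limits the IkappaBalpha-fused green signal, while red luminescence normalises for cell number and nonspecific effects. Compounds tested up to 46 uM, 4 hrs.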
Mito fusion act = blocks mitochondrial division or promotes mitochondrial fusion. S. cerevisiae fusion-defective mutant growth rescue, CellTiterGlo 48 h. Potency, µM (highest dose often 46.1 µM), for the others: at the highest dose growth rescue (activation), actives largely listed as activators. 320,000 tested, 0.23% active;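 further: potency means the concentration at half of the fitted maximal effect; % of control where 0% means no effect; nearly all actives have a fitted effect of over 45% in size; temperature-sensitive fusion mutants such as fzo1-1 at 37 °C on non-fermentable ethanol glycerol medium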
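Compounds are tested for their ability to restore growth of mitochondrial fusion-defective yeast strains at non-permissive 37C in YPEG medium over 48 hours. Viability is quantified by luciferase luminescence.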
A-T KAP1 phos = candidate therapy for ataxia-telangiectasia | […] A-T fibroblasts, KAP-1 phosphorylation AlphaLISA; neocarzinostatin DNA damage 30 min before lysis | Potency, µM (top dose mostly 57.5 µM), for the others: top-dose activation, usual class: activators | 320,000 tested, 0.19% active | AID 485349; further: potency means the concentration at half of the fitted maximal effect; % of control where 0% means no effect; nearly all actives have a fitted effect of over 45% in size
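hTERT-immortalized A-T patient fibroblasts ([…]), 500 cells/well in OPTI-MEM, 1% FBS, got compounds for 60 min, then NCS for 30 min at 37C. Lysates were then assayed for phospho-KAP-1 by AlphaLISA (anti-pKAP1 donor, anti-KAP1 acceptor beads), 6 hr at 25C.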
Integrin act MD = activates integrin-mediated alleviation for muscular dystrophy. alpha7betagal myoblasts, beta-gal FDG fluorescence, 48 h. Potency, µM (top dose mostly 38.3 µM), without a hit: at the highest dose activation, usual class: activators. 350,000 tested, 0.064% active. AID 624291;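 further: potency means the concentration at half of the fitted maximal effect; 100% = response of the positive control SU9516; nearly all actives have a fitted effect of over 60% in size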
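alpha7betagal+/- myoblasts (passage 13, 250/well) treated 48 h at 37C with compounds at 1:260 dilution of DMSO stock. Lysed, then beta-galactosidase activity read as FDG fluorescence (ex 480/em 540) after 30 min, with pre-read for autofluorescence.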
TCR act = activates T cell receptor signaling; primary human leukocytes, anti-CD3, IL-2 HTRF, 48 h; Potency, µM (series often up to 9.22 µM), inactives show at the top dose activation of IL-2 secretion, usual class: activators; 330,000 tested, under 10 active; further: % of control where 0% means no effect
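Using a-CD3 beads without co-stimulation, primary human leukocytes were exposed to compounds for 48 hr. An HTRF IL-2 kit measured the cytokine, with europium-to-d2 energy transfer producing emission at 665nm upon 320nm excitation.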
* marks the source's active call; other numbers are inactive results; ? = inconclusive; . = no result given; [ ] = another dose, or the depositor's remark. Unless noted, the call rests on the fitted dose curve; in most records, active means well fitted curve in the direction sought with a large enough effect; inconclusive means small, poorly fitted or top-dose-only effect, or another doubt; inactive means no such curve, though single readings can be large; an effect the other way counts as inactive or inconclusive. Rows were taken by chance, and some 3.2% of all compounds hit somewhere here.

SMILES	PTAP TSG101 blk	TSHR antagonist	Eya2 inh	Tb PFK block	ASM inhibitor	ELG1 DNA repair	Chronic BCR inh	Mito fusion act	A-T KAP1 phos	Integrin act MD	TCR act
CC(=O)NN1C(=O)/C(=C\c2ccccc2)SC1=S	1%	-12	3%	2%	-3%	-3%	-10%	-1%	-1%	6%	0%
Cc1c(NC(=S)N/N=C/c2ccc(N(C)C)cc2)c(=O)n(-c2ccccc2)n1C	-1%	3	-6%	0%	.	2%	2%	-8%	1%	28%	-3%[46.1 µM]
O=C(Nc1ccc2oc(-c3ccccc3)nc2c1)c1cccs1	-9%	26	-5%	-6%	4%	?	26%	1%	0%	-14%	1%[46.1 µM]
CCOc1ccc(N(CC(=O)Nc2ccccc2C(=O)N2CCOCC2)S(=O)(=O)c2ccc(F)cc2)cc1	-3%	9	4%	-8%	2%	-23%	1%	-2%	18%	-11%	-3%[46.1 µM]
O=C(CC(c1ccco1)S(=O)(=O)c1ccccc1)c1ccccc1 (configuration not stated)	-1%	21	-5%	-4%	0%	28%	?	4%	-4%	4%	1%
CCOc1cc(/C=C2/C(=N)N3C(=NC2=O)SN=C3S(=O)(=O)C(C)C)ccc1OC(=O)c1ccco1	-8%	-20	-8%	0%	?	22%	0%	-3%	-4%	-14%	3%
CN(C)CCNC(=O)Cc1ccc([N+](=O)[O-])cc1	-1%	5	0%	-17%	3%	15%	1%	-3%	2%	-4%	-3%[46.1 µM]
COc1ccc(-c2csc(NC(=O)c3ccccc3OC)c2C(=O)O)cc1OC	-2%	-18	-16%	1%	2%	-3%	?	0%	-2%	18%	-7%
Cc1cccc(C)c1NC1=NCCCCC1	-3%	-3	0%	1%	1%	1%	3%	-3%	12%	10%	8%
Cc1ccc(-c2cc(C(F)F)nc(NCc3cccnc3)n2)cc1	-7%	1	-24%	-3%	21%	?	6%	?	1%	-19%	-1%[46.1 µM]
Nc1nc(SCC(=O)NCc2ccccc2)n[nH]1	-6%	2	-2%	-4%	3%	4%	8%	0%	1%	2%	-2%
COc1ccc(NS(=O)(=O)c2ccc(Cl)c(NC(=O)c3ccccc3F)c2)cc1	0%	-20	-4%	-7%	-19%	?	-4%	.	-16%	-30%	3%[46.1 µM]
CC(Nc1cc(N2CCCC2)ccc1[N+](=O)[O-])c1ccccc1 (configuration not stated)	-2%	-13	11%	-1%	-26%	-7%	0%	3%	2%	-19%	4%
CC(C)[C@H](Nc1nc(-c2ccccc2)nc2c1oc1ccccc12)C(=O)O	-2%	-12	14%	-1%	3%	-1%	?	4%	11%	14%	4%
COc1ccccc1NCC(=O)NNC(C)C(=O)Nc1cccc(Cl)c1 (configuration not stated)	-4%	1	3%	-4%	-5%	0%	-1%	3%	-5%	27%	-3%
COc1cccc(COC(=O)C2CCN(S(=O)(=O)c3ccc(C)cc3C)CC2)c1OC	-3%	-22	-18%	-4%	-4%	-13%	1%	11%	5%	-3%	-3%
C=CCN(c1nc(C)cc(OC)n1)S(=O)(=O)c1ccccc1	-1%	3	-15%	1%	-2%	6%	-5%	0%	17%	19%	-3%
COc1ccccc1CNC(=O)Cn1nnnc1CN(C)C(C)C	-7%	-12	-16%	-2%	-1%	4%	4%	3%	1%	-39%[inhibitor]	3%
COc1ccc(NC(=O)CN2CCN(Cc3ccccc3)CC2)cc1	-11%	-9	-2%	-6%	4%	-9%	-6%	-3%	6%	3%	2%
COC(=O)[C@H](CCSC)NC(=O)NCc1ccccn1	-1%	12	-10%	3%	4%	0%	2%	-4%	-2%	4%[7.66 µM]	2%
Cc1ccc(CCn2c3c(c4ccccc42)CN(C)CC3)cn1	-9%	6	-5%	2%	3%	-3%	-14%	-4%	-6%	-18%	13%
CCOC(=O)c1c(-c2ccccc2)csc1NC(=O)CSc1nnc(C)s1	0%	-14	4%	0%	-2%	?	-1%	8%	7%	-31%	.
Cc1nc2nc(C)c(CCC(=O)Nc3ccc4c(c3)OCO4)c(C)n2n1	-5%	-1	9%	0%	2%	-8%	-2%	1%	1%	-21%	-1%
O=C(COC(=O)c1ccc(O)cc1)Nc1ccccc1-c1ccccc1	-3%	-2	0%	4%	-1%	?	?	11%	16%	-2%	-13%[46.1 µM]
COc1ccc(S(=O)(=O)NC2CC(C)(C)NC(C)(C)C2)cc1C(C)C	-3%	12	-12%	-22%	4%	7%	-1%	-3%	19%	-57%[inhibitor]	3%
O=C(Nc1ccccn1)c1ccc(S(=O)(=O)N2CCCC2)cc1	-4%	-6	9%	-1%	2%	?	?	-4%	-19%	?	9%
CCOC(=O)c1ccc(N=C2SC(C(=O)NC)CC(=O)N2CCc2ccccc2)cc1 (configuration not stated)	-1%	-18	7%	2%	-7%	?	?	-1%	-1%	-5%	3%
CC(Sc1nc(-c2ccccc2)cc(C(F)(F)F)n1)C(=O)O (configuration not stated)	-2%	-10	-6%	0%	4%	11%	11%	10%	2%	2%	11%
O=C(/C=C/c1cccc([N+](=O)[O-])c1)Nc1ccccn1	-4%	5	-14%	0%	0%	?	8%	-24%	7%	-4%	-2%
Cn1c(=O)c2c(nc(N3CCNCC3)n2Cc2cccc3ccccc23)n(C)c1=O	-3%	4	-4%	-6%	10%	-9%	-18%	-2%	-9%	-48%[inhibitor]	-1%
O=c1oc2ccccc2cc1-c1cn2ccccc2n1	2%	13	6%	-10%	54%[activator]	?	?	-10%	1%	0%	0%
Cc1ccc(OCC(=O)N/N=C/c2ccccc2)c([N+](=O)[O-])c1	3%	-5	-6%	2%	0%	-3%	29%	1%	1%	12%	4%
N#Cc1ccccc1NC(=O)COc1c(Br)cc(Br)c2cccnc12	-8%	18	3%	3%	-1%	1%	-2%	7%	-10%	-20%	4%[46.1 µM]
CCOC(=O)C1(CC2CCCCO2)CCN(C(=O)Nc2ccc(C)c(C)c2)CC1 (configuration not stated)	-2%	6	10%	3%	-3%	6%	-2%	-6%	-1%	13%	-7%
COc1cc(N)c(Cl)cc1C(=O)OCC(=O)NC1CCCC1	-1%	2	2%	2%	1%	1%	?	-1%	4%	-6%	3%
CCC1=Nc2cc(C(=O)NCCCOC)ccc2Sc2ccccc21	-5%	27	10%	0%	-2%	?	?	1%	0%	8%	-1%
CCCCCC(=O)NNC(=O)c1ccc(F)cc1	-5%	-2	3%	-2%	3%	12%	0%	-4%	5%	13%	1%[46.1 µM]
COc1ccccc1CNC(=O)CCSCc1cccc(Cl)c1	-4%	0	-2%	3%	7%	3%	3%	13%	4%	-5%	1%[46.1 µM]
CC(Sc1nc2cc([N+](=O)[O-])ccc2n1-c1ccc(F)cc1)C(=O)NCc1ccc2c(c1)OCO2 (configuration not stated)	-3%	7	2%	-2%	-6%	?	2%	16%	-1%	-12%	5%[46.1 µM]
CC(C)CN(C(=O)CSc1nncn1C)C1CCS(=O)(=O)C1 (configuration not stated)	0%	11	-6%	2%	7%	26%	-1%	0%	6%	13%	-20%
CCOC(=O)c1c(C(=O)OCC)c(C)n(CCc2ccc(OC)c(OC)c2)c1C	-2%	3	-4%	-2%	6%	15µM*	-16%	-5%	-4%	-30%	3%[46.1 µM]
COC(=O)C(=NNc1c(C)n(C)n(-c2ccccc2)c1=O)C(=O)OC	-5%	2	-6%	0%	-2%	1%	0%	-3%	-3%	2%	-5%[46.1 µM]
Cc1ccc(NC(=O)CSc2ccccc2NC(=O)c2ccccc2)cc1Cl	0%	1	0%	7%	-2%	?	-10%	-23%	-5%	-18%	-1%[46.1 µM]
